Source: PubChem BioAssay (several laboratories)
Rac1 mut GTP: GTP binding modulators of activated mutant Rac1, primary screen, biochemical, bead-based flow cytometry, multiplex, fluorescent GTP; GST-Rac1 activated beads; actives lie on both sides; 100% means binding = to untreated wells; 190,000 compounds, 0.11% hits; percent activity (GTP binding), % at 10 µM;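 active = GTP binding at least 20 percentage points away from the 100% baseline, in either direction, so actives lie on both sides; inconclusive = Compound likely fluorescent itself, or too few beads counted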
Rac1 wt modul: wildtype Rac1 GTP binding modulators, primary screen, biochemical, GST-Rac1 beads, flow cytometry, multiplex | fluorescent GTP binding; actives lie on both sides; 0 = cold GTP competed, 100 = untreated | GTP binding activity (% of control), % at 10 µM | 190,000 compounds, 0.27% hits | AID 757, 2007;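 active = GTP binding activity at least 20 points away from the 100% control level, either lower or higher; inconclusive = compound flagged as likely green fluorescent, judged across all proteins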
Mcl1 Bid PPI: Mcl-1/Bid binding inhibitors, primary screen, biochemical, TR-FRET, 1536-well | Induced myeloid leukemia cell differentiation protein Mcl-1 (Homo sapiens), Q07820 | TR-FRET Mcl-1/Bid-Dy647 peptide binding | inhibition, % at 21.7 µM | 220,000 compounds, 0.97% hits | AID 1021, 2008;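 active = compounds that cut the binding signal by more than half at the single screening dose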;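 also: His-tagged Mcl-1 with europium anti-His antibody binding Bid BH3 peptide; 0% = Mcl-1 plus peptide wells and 100% = peptide-only wells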
Target sequence (Q07820 whole entry, looked up): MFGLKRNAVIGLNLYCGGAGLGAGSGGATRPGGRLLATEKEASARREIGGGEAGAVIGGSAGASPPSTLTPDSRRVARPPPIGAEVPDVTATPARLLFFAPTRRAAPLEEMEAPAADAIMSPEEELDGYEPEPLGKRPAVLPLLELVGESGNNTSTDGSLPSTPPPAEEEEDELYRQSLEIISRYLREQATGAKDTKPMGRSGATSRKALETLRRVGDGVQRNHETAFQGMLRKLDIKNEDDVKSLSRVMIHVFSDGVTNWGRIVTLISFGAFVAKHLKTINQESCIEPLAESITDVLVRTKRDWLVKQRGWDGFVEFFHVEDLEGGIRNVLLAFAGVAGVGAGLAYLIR
Avidin fluor: green autofluorescence of compounds with avidin beads – biophysical, 488/530 nm, flow cytometry, artefact control, profiling panel. 220,000 compounds, 0.38% hits. compound fluorescence 488/530 nm; stronger effect = higher value. fluorescence (KMESF) at 10 µM; in the data active = fluorescence above about 47; also: inactives centre near 10
Cdc42 wt GTP: modulators of GTP binding to wildtype Cdc42, primary screen, biochemical, multiplex bead flow cytometry, Bodipy-GTP | GST-Cdc42 beads; actives lie on both sides | percent activity (GTP binding), % at 10 µM | 190,000 compounds, 0.2% hits | AID 761, 2007;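 active = percent activity GTP binding at least 20 points away from the 100% baseline, either down as inhibitor or up as activator; inconclusive = compound flagged as likely green fluorescent from well-wide comparison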;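 also: median bead fluorescence of bound Bodipy-FL-GTP at 100 nM; 0% = excess unlabeled GTP control and 100% = no compound control; below 100% means less GTP binding so inhibitor and above means activator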
Target sequence (P60953 whole entry, looked up): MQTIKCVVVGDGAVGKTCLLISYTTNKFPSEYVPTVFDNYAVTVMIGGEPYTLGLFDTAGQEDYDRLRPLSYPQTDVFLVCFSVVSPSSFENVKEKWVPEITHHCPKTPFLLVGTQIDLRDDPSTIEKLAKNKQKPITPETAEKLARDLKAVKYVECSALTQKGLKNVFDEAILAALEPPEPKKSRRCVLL
Rab2 wt GTP: modulators of GTP binding to Rab2A wildtype, primary screen, biochemical, dog, bead-based flow cytometry, multiplex; Ras-related protein Rab-2A (Canis lupus familiaris), P61105; GST-Rab2 wt beads, Bodipy-GTP binding; GTP binding activity, % at 10 µM; 190,000 compounds, 0.19% hits; AID 760, 2007;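 active = GTP binding activity at least 20 points away from 100%, either lowered or raised; inconclusive = signal likely due to the compound's own green fluorescence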;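 also: 0% = beads with excess unlabeled GTP and 100% = no-compound control corrected for plate trend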
Rab7 wt GTP bind: modulators of GTP binding to Rab7, primary screen, biochemical, wildtype, multiplex bead flow cytometry. GTP binding activity (percent of control), % at 10 µM. GST-Rab7 beads, fluorescent GTP binding; actives lie on both sides; untreated = 100%, excess cold GTP = 0%. AID 758, 2007. Rab7 GTPase wild type (dog), Bodipy-FL-GTP binding. 190,000 compounds, 0.055% hits;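 active = fluorescent GTP binding to Rab7 beads changed by at least 20 points from the 100% baseline, either direction, mostly lower; inconclusive = compound itself probably fluorescent, or too few beads counted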;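 also: median green fluorescence of bound Bodipy-FL-GTP per Rab7 bead population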
HRas wt GTP bind: modulators of GTP binding to HRas wildtype, primary screen, biochemical, bead-based flow cytometry, multiplex | GTPase HRas (Homo sapiens), P01112 | GST-Ras wt beads, Bodipy-FL-GTP binding; actives lie on both sides | GTP binding activity, % at 10 µM | 190,000 compounds, 0.14% hits;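 active = GTP binding activity at least 20% away from the 100% baseline, either lowered as inhibitor or raised as activator; inconclusive = flagged as likely green fluorescent, judged across all proteins in the well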;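 also: 0% = unlabeled GTP competition control and 100% = no-compound control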
Target sequence (P01112 whole entry, looked up): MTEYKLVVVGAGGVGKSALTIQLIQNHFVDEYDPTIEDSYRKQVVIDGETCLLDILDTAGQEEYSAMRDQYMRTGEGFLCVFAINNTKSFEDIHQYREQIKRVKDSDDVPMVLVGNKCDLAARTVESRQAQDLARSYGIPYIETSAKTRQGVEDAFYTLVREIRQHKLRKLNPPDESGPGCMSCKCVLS
GSH bead fluor: compound fluorescence on glutathione beads, profiling panel, artefact control, biophysical, 488/530 nm, flow cytometry; 190,000 compounds, 0.25% hits; GSH beads flow cytometry, compound fluorescence 488/530 nm; stronger effect = higher value; AID 1776, 2009; fluorescence (KMESF) at 10 µM; in the data active = fluorescence above about 89;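 also: glutathione beads carrying GST-tagged Bcl family fusion proteins plus one bare bead set; values are compound well signal with DMSO vehicle wells as background; inactives centre near 16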
Mcl1-Noxa inh: Mcl-1/Noxa binding inhibitors, primary screen, biochemical, TR-FRET, 1536-well. inhibition, % at 21.7 µM. TR-FRET Mcl-1/Noxa peptide binding, 2 h. 220,000 compounds, 1.5% hits;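 active = compounds that cut the protein-peptide binding signal by more than 50% relative to plate controls in a single-dose test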;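 also: His-tagged Mcl-1 with rhodamine Noxa BH3 peptide and terbium anti-His antibody; 0% = Mcl-1 plus Noxa peptide wells and 100% = peptide-only wells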
Pf gamet viab: late stage P. falciparum gametocyte viability inhibitors, primary screen, ATP luminescence, HTS | P. falciparum stage V gametocytes, 24 h | inhibition, % at 10.9 µM | 150,000 compounds, 0.065% hits;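 active = inhibition above the mean plus 3 SD of compounds within the control limits, set per campaign, cut at about 38% in these data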;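 also: 0% = DMSO wells and 100% = medium only without gametocytes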
Starred values were filed as active, the others as inactive; ? = inconclusive; . = not tested or not shown.

SMILES	Rac1 mut GTP	Rac1 wt modul	Mcl1 Bid PPI	Avidin fluor	Cdc42 wt GTP	Rab2 wt GTP	Rab7 wt GTP bind	HRas wt GTP bind	GSH bead fluor	Mcl1-Noxa inh	Pf gamet viab
O=C(NC(Cc1ccccc1)C(=O)O)/C(=C\c1ccco1)NC(=O)c1ccccc1Br (centres undefined)	101	100	-31	11	100	98	100	98	12	29	-20
CCOC(=O)c1cc(-c2ccccc2)sc1NC(=O)CSc1nnnn1C	96	96	3	6	99	94	94	96	38	14	.
CC(C)Cc1nnc(NC(=O)CC(=O)Nc2ccccc2C(=O)O)s1	98	103	-26	2	100	97	98	98	25	-15	.
CS(=O)(=O)N1CCCC(c2nc(-c3ccc(S(=O)(=O)NCc4ccccc4)cc3)no2)C1 (centres undefined)	98	109	-5	37	104	103	99	103	25	6	.
O=C(/C=C/c1ccc([N+](=O)[O-])cc1)NCc1cccs1	102	103	-6	2	100	100	95	100	5	16	.
Cc1ccc(Cn2c(Sc3ncccn3)nc3c2c(=O)[nH]c(=O)n3C)cc1	98	101	-16	6	102	100	100	100	33	9	.
Cc1ccc(S(=O)(=O)Cn2nnnc2C(CC(C)C)N2CCN(C)CC2)cc1 (centres undefined)	96	98	23	4	97	98	101	97	22	3	.
O=C1c2ccccc2C(O)N1Cc1ccccc1Cl (centres undefined)	99	102	-10	5	100	98	96	99	18	-6	.
CC1CC(NNC(=O)c2ccccc2)=Nc2ccccc2N1C (centres undefined)	98	106	-52	2	99	99	97	100	10	4	.
CC(Oc1ccc(C(=O)NC2CCCCC2)cc1)C(=O)O (centres undefined)	100	102	2	8	104	106	104	103	18	15	-28
Cc1ccc(CN2CCN(CC(=O)NC(C)CCc3ccccc3)C2=O)cc1 (centres undefined)	100	101	-7	8	95	95	98	97	20	11	.
Cc1ccc(S(=O)(=O)Nc2c(C)nc3nc[nH]n3c2=O)c(C)c1	99	102	0	10	103	102	106	98	11	10	17
O=C(CSCc1n[nH]c(=O)[nH]1)NCCOc1cccc(Oc2ccccc2)c1	100	105	3	27	103	102	102	101	27	7	28
COC(=O)c1ccc(CSc2cc(C)c3cccc(C)c3n2)o1	89	93	-19	9	92	95	93	93	16	-1	-4
COc1ccc(N2CCN(C(=O)[C@H](Cc3c[nH]c4ccccc34)NC(C)=O)CC2)cc1	96	102	-25	9	96	98	102	98	15	12	13
Cc1cc(-c2csc(N)n2)c(C)n1C	97	101	-40	25	97	97	98	99	16	12	.
Fc1ccccc1N1CCN(c2ncnc3[nH]ncc23)CC1	?	?	-1	9	?	?	?	?	9	4	-11
COc1ccc(NC(=O)c2cc(C)on2)cc1	95	102	-28	5	96	104	109	102	9	-1	2
COCCNC(=O)c1ccccc1-c1nc(-c2ccccc2OC)no1	106	109	-39	6	110	105	101	103	12	6	.
Cc1conc1NC(c1cccs1)c1ccc2cccnc2c1O (centres undefined)	101	103	-26	30	101	100	95	101	15	14	.
CCS(=O)(=O)N1CCC(C(=O)c2ccc(Cl)cc2)CC1	98	104	-1	6	102	100	101	103	15	8	.
CCOC(=O)c1ccc(S(=O)(=O)Nc2ccc3cn[nH]c3c2)cc1	98	98	1	14	96	99	100	99	7	1	.
CCOC(=O)c1c(NC(=O)C2COc3ccccc3O2)sc2c1CC(C)(C)NC2(C)C (centres undefined)	102	106	-22	9	105	100	99	102	15	22	.
CC(NC(=O)COC(=O)CSCc1ccccc1)c1ccccc1 (centres undefined)	?	?	-6	10	?	?	?	?	10	-1	8
O=C(Cc1ccccc1)NCCSCc1ccco1	91	92	-21	10	98	93	98	96	50	8	-1
CC1CCN(CCOc2cccc(Br)c2)CC1	100	105	7	15	102	98	98	101	12	38	5
COc1ccc(OCC(=O)NC2CC(C)(C)NC(C)(C)C2)cc1	103	107	-29	9	104	103	103	102	10	11	.
COc1ccc(CCn2c(=O)[nH]c3cc(C(=O)NCCN4CCOCC4)ccc3c2=O)cc1OC	96	101	-8	24	99	96	98	97	27	5	9
Cc1ccccc1NC(=O)CN1C(=O)NC2(CCCCC2)C1=O	103	112	-21	.	107	99	99	101	42	8	3
COc1ccc(N=C2C(=O)N3c4c(cccc42)C(C)=CC3(C)C)cc1	98	99	-44	12	101	99	97	99	17	5	-9
COC(=O)c1c(C)oc2ccc(NS(=O)(=O)c3cc(OC)ccc3OC)cc12	98	99	1	6	99	99	97	97	27	16	-1
Cc1ccc(-c2nc(CS(=O)(=O)CC(=O)N3CCCCCC3)c(C)o2)cc1	98	101	-7	7	100	98	98	98	13	-11	.
C=C(C)CNC(=S)NNC(=O)CCn1c2ccc(Cl)cc2c2cc(Cl)ccc21	96	99	-44	45	94	94	91	94	12	-69	-7
COc1cccc(Nc2ccc(-n3ccnc3)nn2)c1	99	95	-6	6	95	95	102	95	16	29	10
C[n+]1ccc(/C=C/c2ccc(Br)cc2)cc1	99	100	22	34	102	101	98	103	13	1	.
COc1ccc2cc(C(=O)C3CCCN(Cc4cnc(N5CCOCC5)s4)C3)ccc2c1 (centres undefined)	98	101	-5	10	99	100	105	99	9	1	2
O=S(=O)(NCc1ccco1)c1cccc2cccnc12	97	99	-13	16	94	99	90	95	18	13	12
Cc1ccc(C(=O)Nc2nnc(-c3ccco3)o2)cc1C	99	103	-20	10	102	103	98	100	13	-26	.
COC(=O)c1cnc(SCc2ccc(Cl)cc2)n1C	99	104	-23	9	103	103	100	101	12	13	.
CCn1cc(C(=O)OCC(=O)Nc2c(C)n(C)n(-c3ccccc3)c2=O)c(=O)c2ccc(C)nc21	101	100	10	16	100	101	102	100	24	15	.
CCC1CCCCN1CCCNC(=O)CCCNC(=O)Cn1cnc2sc3c(c2c1=O)CCCC3 (centres undefined)	98	102	-75	5	99	101	102	100	13	2	.
Cc1[nH]n(-c2ccccc2)c(=O)c1C=NCC1CCCO1 (centres undefined)	97	100	-10	14	99	99	104	99	18	-3	15
CCCc1cc(=O)[nH]c(SCC(=O)C(C)(C)C)n1	99	105	4	10	100	100	97	101	38	20	.
Cc1c(NC2(C#N)CCCC2)c(=O)n(-c2ccccc2)n1C	99	98	-43	8	99	103	109	100	14	3	.
CCC(C(=O)NN1C(=O)c2ccccc2C1=O)c1ccccc1 (centres undefined)	95	95	-19	10	96	100	102	98	20	1	14
O=C(NCc1cccs1)C1CCCN(S(=O)(=O)c2cnc[nH]2)C1 (centres undefined)	95	102	-20	8	97	102	102	99	21	1	.
CCOC(=O)C1C(=O)Nc2nc(C)nn2C1c1ccccc1 (centres undefined)	101	103	-20	37	103	100	99	100	23	-6	-9
Cc1cc(C)c(C#N)c(SCC(=O)Nc2ccccc2C(N)=O)n1	101	103	6	3	102	101	100	101	21	9	0
Cc1ccc(S(=O)(=O)N/N=C2/CC(c3ccccc3)Oc3ccccc32)cc1[N+](=O)[O-] (centres undefined)	87	91	20	6	92	89	86	90	56	1	-10
C(=N/N1CCN(c2ccccc2)CC1)/c1ccncc1	95	97	-41	2	93	94	97	95	9	7	-19
Other structures follow:
SMILES	Rac1 mut GTP	Rac1 wt modul	Mcl1 Bid PPI	Avidin fluor	Cdc42 wt GTP	Rab2 wt GTP	Rab7 wt GTP bind	HRas wt GTP bind	GSH bead fluor	Mcl1-Noxa inh	Pf gamet viab
O=C1C(C2=NC(C(=O)O)C3C(=O)N(c4ccc(Cl)cc4)C(=O)C23)=C(O)c2ccccc21 (centres undefined)	92	99	-21	14	98	99	100	101	40	63*	3
COc1ccc(/C=N/NC(=O)C2C3CCCCC32C)cc1OC (centres undefined)	93	92	-12	9	92	98	105	93	13	7	-8
N#C/C(=C\c1ccco1)C(=O)Nc1ccc(S(N)(=O)=O)cc1	95	100	7	12	99	97	97	98	25	10	-4
Cc1ccc(OCC(=O)N/N=C\c2ccc(O)c([N+](=O)[O-])c2)c([N+](=O)[O-])c1	95	106	-10	25	92	95	103	97	8	20	19
CC(C)(C)NC(=O)C12CCC(C)(c3nc4ccccc4nc31)C2(C)C (centres undefined)	100	105	-18	17	103	104	103	101	11	27	-11
COCCn1nnnc1CN(Cc1cc2cc(OC)c(OC)cc2[nH]c1=O)C1CCCC1	101	101	-4	13	105	101	100	102	15	8	.
Cc1cccc(CC(=O)Nc2cc(=O)n(C)c(=O)n2C)c1	99	102	0	23	104	99	96	98	14	17	.
CCCOc1ccc(/C=N/NC(=O)C(C)Sc2ccccn2)cc1OCC (centres undefined)	102	102	-7	10	104	99	103	100	12	16	-4
CCc1noc(C)c1C(=O)N1CCOCC1	103	106	-6	12	105	103	101	104	23	11	-3
COc1ccccc1N1CCN(C(C)C(=O)N2CC(C)OC(C)C2)CC1 (centres undefined)	95	98	46	22	95	95	98	94	12	13	-3
c1coc(CNc2nc(-c3ccncc3)cs2)c1	96	100	-23	18	98	95	98	98	10	-2	-27
COc1ccc(C(C#N)N2N=C(C)CC2(C)C)cc1 (centres undefined)	98	105	-2	9	101	101	100	99	30	-12	.
COc1ccc(C2CC(C(F)(F)F)n3nc(C(=O)NCCN4CCOCC4)cc3N2)cc1 (centres undefined)	97	97	-60	11	102	99	97	99	9	-6	2
COc1cc(-c2[nH]ncc2CN2CCCC2c2nonc2C)cc(OC)c1OC (centres undefined)	94	96	-28	10	94	95	94	93	14	17	-15
CCNc1oc(COc2cccc(C)c2)nc1C#N	97	101	-10	42	100	96	100	98	14	1	-17
CC(C)(C)c1ccc(C(=O)Nc2cccc3c(=O)[nH][nH]c(=O)c23)cc1	100	102	-42	7	102	101	104	99	13	4	8
